Source: PubChem BioAssay (several laboratories)
MC4R barr agon – activates human MC4R beta-arrestin recruitment; P32245; U2OS MC4R beta-arrestin complementation, luminescence; percent of melanotan II response, DMSO zero; activation, % at 8.9 µM; 360,000 compounds, 0.98% hits; AID 540308;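 active = activation above a per-plate cutoff, the mean activation of sample wells on that plate plus 3 SD, cut at about 8% in these data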
PDI inh – PDI (human) enzyme inhibition; P07237; PDI insulin aggregation turbidity, A650, 90 min; inhibition, % at 10 µM; 350,000 compounds, 0.052% hits; AID 588391;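 active = mean inhibition across replicates of 30% or more, whatever share of single replicates reach that level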;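 also: absorbance from insulin aggregation driven by PDI reduction with DTT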
ABHD5-PLIN5 inh – ABHD5-PLIN5 protein interaction inhibition; Q00G26+Q8WTS1; Split G. princeps luciferase complementation, luminescence, 4 h; inhibition, % at 4 µM; 360,000 compounds, 0.78% hits;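 active = inhibition above the mean inhibition across every tested compound plus 3 SD, cut at about 22% in these data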;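 also: 0% = DMSO only wells and the 100% control is not disclosed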
Target sequence (Q00G26 whole entry, looked up): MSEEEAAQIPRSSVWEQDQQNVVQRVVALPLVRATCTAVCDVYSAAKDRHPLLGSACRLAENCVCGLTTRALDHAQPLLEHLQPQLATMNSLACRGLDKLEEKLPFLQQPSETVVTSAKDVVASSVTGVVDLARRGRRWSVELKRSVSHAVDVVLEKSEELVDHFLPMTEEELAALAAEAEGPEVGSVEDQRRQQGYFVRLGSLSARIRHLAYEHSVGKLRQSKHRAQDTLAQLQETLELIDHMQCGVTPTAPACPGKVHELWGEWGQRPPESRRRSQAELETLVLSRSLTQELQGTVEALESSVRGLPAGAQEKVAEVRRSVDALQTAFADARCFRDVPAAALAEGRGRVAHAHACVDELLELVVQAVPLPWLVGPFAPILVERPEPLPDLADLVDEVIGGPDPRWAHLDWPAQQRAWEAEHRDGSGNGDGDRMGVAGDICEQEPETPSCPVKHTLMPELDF
Target sequence (Q8WTS1 whole entry, looked up): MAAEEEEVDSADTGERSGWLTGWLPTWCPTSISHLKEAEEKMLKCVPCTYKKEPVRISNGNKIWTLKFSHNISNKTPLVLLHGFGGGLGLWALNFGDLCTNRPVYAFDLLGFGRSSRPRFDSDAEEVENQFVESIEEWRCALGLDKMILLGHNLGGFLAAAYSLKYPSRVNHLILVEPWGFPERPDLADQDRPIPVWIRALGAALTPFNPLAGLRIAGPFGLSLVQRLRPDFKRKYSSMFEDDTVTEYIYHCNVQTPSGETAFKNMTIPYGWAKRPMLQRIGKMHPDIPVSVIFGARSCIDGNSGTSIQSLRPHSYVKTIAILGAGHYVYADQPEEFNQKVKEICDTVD
m5-HT2A agonist – activates the mouse 5-HT2A serotonin receptor; P35363; CHO-K1 mHTR2A beta-arrestin complementation, luminescence; percent of 30 µM serotonin response; activation, % at 7.6 µM; 360,000 compounds, 0.66% hits; AID 624169;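 active = activation above a run cutoff, the mean activation of all tested compounds plus 3 SD, cut at about 14% in these data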;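 also: 0% = plate median of compound wells and 100% = 30 µM serotonin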
CaV13 ICDI inh – Disruptors of the CACNA1D IQ motif to Ca2+-dependent inactivation inhibitor domain association, primary screening, Förster resonance energy transfer in intact living …; HEK cells, CFP/YFP FRET ICDI-IQ, plate reader, 10 min; percent FRET-ratio fall versus neutral wells; inhibition, % at 12.3 µM; 340,000 compounds, 0.098% hits; AID 743397;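 active = mean replicate inhibition of at least 30% and at least 1% of replicates passing that level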;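 also: 0% = median of the neutral control wells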
N-glyco inh – N-linked glycosylation inhibition | reporter increase, % at 12.5 µM | 360,000 compounds, 0.23% hits | D54 ERlucT glycosylation luciferase reporter, 24 h; percent of 100 nM tunicamycin response;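 active = mean luciferase reporter signal, scaled so untreated is 0 and the glycosylation-blocking control 100, at or above a set limit in every replicate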;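 also: luciferase carries N-glycosylation sites so blocking glycosylation raises the light; 0% = median of neutral control wells and 100% = median of 100 nM tunicamycin wells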
Exocytosis inh – blocks lytic granule exocytosis. TALL-104 LAMP-1 surface exposure, flow cytometry; cells stimulated with thapsigargin and PMA. inhibition, % at 10 µM. 360,000 compounds, 0.66% hits. AID 651702;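 active = inhibition above about 55%, limit read from the data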
ABCB6 inh 2 – human ABCB6 transporter inhibition; 360,000 compounds, 0.19% hits; Q9NP58; fluorescence ratio to DMSO, % at 10 µM; K562-ABCB6 porphyrin accumulation, flow cytometry, 1 h; stronger effect = lower value;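 active = fluorescence ratio to DMSO below 75%, the collection mean minus 3 SD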;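 also: signal is porphyrin accumulated inside mitochondria; 100% equals median channel fluorescence of DMSO control wells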
MC4R antag cAMP – blocks human MC4R cAMP signaling. P32245. MC4R-expressing cells, MTII-stimulated cAMP, LANCE TR-FRET. inhibition, % at 6.5 µM. 360,000 compounds, 0.48% hits. AID 540295;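 active = inhibition above its plate's cutoff, the mean of tested wells on that plate plus 3 SD, cut at about 29% in these data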;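 also: 0% = Melanotan II alone and 100% = Melanotan II plus saturating MCL0020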
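Material: U2OS-MC4R stable cell line | Reagent: Melanotan II challenge after compound preincubation | Doses: One concentration, 6.5 µM nominal | Incubation: 30-min compound preincubation, 1-h Melanotan II challenge, 1-h detection, room temperature | Signal: TR-FRET cAMP assay | Replicates: One well per compound, no replicates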
Cardio protect – myocardial damage modulation in H9c2 cells. 360,000 compounds, 0.63% hits. protection from H2O2 cell death, % at 20 µM. AID 588492. H9c2 cardiomyocytes, H2O2 injury protection, ATPLite, 2 h;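 active = compounds giving at least 50% protection of heart cells from peroxide-induced death in the single-dose screen, raw or plate-pattern-corrected value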;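 also: 0% = DMSO wells with peroxide and 100% = DMSO wells without peroxide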
Numbers without * were called inactive; x = no result given.

SMILES	MC4R barr agon	PDI inh	ABHD5-PLIN5 inh	m5-HT2A agonist	CaV13 ICDI inh	N-glyco inh	Exocytosis inh	ABCB6 inh 2	MC4R antag cAMP	Cardio protect
COCCNC(=O)COC(=O)C1=Cc2ccccc2OC1	-2.5	-2	0	2	-6	0	6	91	-6	3
COc1c(/C=N/NC(=O)[C@H]2C[C@@H]2c2ccccc2)c(CCN(C)C(C)=O)cc2c1OCO2	-1.8	-3	-10	-4	-19	0	0	92	5	13
CCN(c1ccccc1)S(=O)(=O)c1ccc(OC)c(NC(=O)COc2ccc(C(C)=O)cc2)c1	-1.2	-1	1	-4	-7	0	-2	93	5	-4
COc1ccc(C2NCCc3c2[nH]c2ccccc32)cc1CSc1nc2ccccc2s1 (centres undefined)	7.5	10	17	-2	-4	4	35	88	13	-20
O=C(CN(c1ccc(F)cc1)S(=O)(=O)c1ccc2c(c1)OCCO2)N1CCOCC1	-1.1	7	4	25*	-7	1	-3	98	-2	21
Cc1ccc(NC(=O)CN(C)S(=O)(=O)c2cccc3nsnc23)cc1	0.4	-5	0	0	0	-1	1	96	-2	7
CSc1ccccc1OCc1cc(C(=O)N(C)Cc2ccc(C)o2)no1	-0.4	-1	6	-7	-7	1	7	99	3	2
COc1ccc(OC)c(C(O)c2nc3ccccc3n2C)c1 (centres undefined)	1.0	-3	0	4	-19	2	-5	125	9	0
O=C1/C(=C/c2ccc(F)c(F)c2)CSc2sccc21	-0.9	-7	2	-4	x	-1	2	192	6	-13
O=C(Oc1ccc2ccc(=O)oc2c1)N1CCOCC1	-0.6	9	0	0	x	1	2	97	1	0
O=c1[nH]c2ccccc2n1C1=CCCC1	-1.1	-31	5	-1	-2	0	-1	98	1	42
O=C(CCCOc1ccccc1)Nc1nccs1	-0.5	9	9	2	-4	2	34	98	6	1
Cc1cc(Oc2ccc(-c3ccccc3)cc2)n2ncnc2n1	0.1	0	9	0	-5	2	0	95	12	3
O=C1NN=C2CCCCCCC12 (centres undefined)	0.9	-5	10	0	-5	-2	7	103	-2	0
CCOC(=O)c1c(NC(=O)CN2C(=O)NC3(CCCC3)C2=O)sc(C)c1CC	-1.2	0	7	12	-4	0	0	100	3	-2
Cc1nc(N/N=C/c2cccc([N+](=O)[O-])c2)cc(N2CCCCC2)n1	0.5	-3	5	1	-7	-4	0	100	5	-8
COc1ccc(NC(=O)COC(=O)C2COc3ccccc3O2)cc1OC (centres undefined)	-0.7	-3	6	3	-16	0	-3	101	6	2
CCn1c(Cc2ccc(OC)cc2)nnc1SCc1nc2ccccc2c(=O)[nH]1	-1.6	-1	0	2	-14	-2	-2	85	15	2
COc1ccc(-c2cnc3ncnn3c2N)cc1	2.7	1	8	-9	0	1	0	96	5	3
COc1ccc(C(=O)NC2CC2)cc1OC1CCN(Cc2ccc(Cl)cc2)CC1	1.6	7	8	-12	x	0	-3	97	-5	8
Cc1ccc(C)c2sc(NC(=O)CN3C(=O)CCC3=O)nc12	-0.6	-1	4	2	-2	2	0	88	10	4
Cc1cccc(C)c1NC(=O)N1CCC(n2cnc3ccccc32)CC1	-0.6	-3	0	-5	x	0	1	97	5	4
Nc1nonc1-c1noc(CCCN2C(=O)c3ccccc3C2=O)n1	-2.9	-1	-4	-3	-3	-4	2	89	7	3
CCCN1CNC(=S)N(c2cc(C)ccc2C)C1	1.1	0	1	1	-5	-2	0	100	-6	-5
O=C1CC(c2ccco2)CC(O)=C1C=Nc1ccc(Br)cc1 (centres undefined)	1.5	-3	3	-7	x	2	-3	99	-7	-4

Brought forward from above: four entries; new compounds follow.
SMILES	MC4R barr agon	PDI inh	ABHD5-PLIN5 inh	m5-HT2A agonist	CaV13 ICDI inh	N-glyco inh	Exocytosis inh	ABCB6 inh 2	MC4R antag cAMP	Cardio protect
Cc1cccc(C)c1NC(=O)N1CCC(n2cnc3ccccc32)CC1	-0.6	-3	0	-5	x	0	1	97	5	4
Nc1nonc1-c1noc(CCCN2C(=O)c3ccccc3C2=O)n1	-2.9	-1	-4	-3	-3	-4	2	89	7	3
CCCN1CNC(=S)N(c2cc(C)ccc2C)C1	1.1	0	1	1	-5	-2	0	100	-6	-5
O=C1CC(c2ccco2)CC(O)=C1C=Nc1ccc(Br)cc1 (centres undefined)	1.5	-3	3	-7	x	2	-3	99	-7	-4
Cc1ccc(-n2ncc3c(N4CCCC4)ncnc32)c(C)c1	0.3	12	2	8	-5	0	0	98	2	0
Cc1ccc(NC(=O)Nc2ccccc2)nc1	-1.8	-3	-15	-3	-4	-1	0	100	0	-3
Cc1ccc(CCC(=O)Nc2ccc(Br)cc2)o1	2.8	-3	-13	-6	-20	5	1	110	-1	-1
O=C(NCCN1CCOCC1)c1nn2c(c1Cl)NC(c1ccccc1)CC2C(F)(F)F (centres undefined)	0.6	9	0	-2	-6	1	-3	99	1	0
O=C(Nc1ccc(S(=O)(=O)N2CCOCC2)cc1)c1ccc([N+](=O)[O-])s1	-2.0	4	3	2	-6	4	2	95	7	-20
O=C(NCCc1ccc(Cl)cc1)c1ccc2nc[nH]c2c1	-1.2	-4	1	-2	-7	0	-2	87	-4	-4
CC1CC(C)CN(C(=O)COC(=O)c2cncc(Br)c2)C1 (centres undefined)	-2.6	-6	-7	7	-2	0	-2	96	10	6
CCn1c(SCC(=O)N(C)CC(=O)Nc2cccc(OC)c2)nnc1-c1ccco1	-2.8	-3	0	6	-5	0	0	99	0	-3
O=c1[nH]c(=S)[nH]nc1Cc1ccccc1	-0.8	-3	3	-2	-7	1	-1	96	0	4
CC(C)C[C@H]1CNC(=S)N1C[C@H]1CCCN1C[C@H](Cc1ccccc1)N1C[C@H](CC(C)C)N(CCc2ccccc2)C1=S	x	x	6	-6	-5	-15	21	95	x	-3
Cn1c(=O)n(Cc2ccccc2Cl)c2ccccc21	-0.2	6	-7	6	-2	3	-6	100	-2	12
COc1ccccc1NC(=O)Cn1c2ccccc2c2nc3n(c(=O)c21)CCS3	0.4	1	2	2	-2	1	1	99	-2	10
CCCc1cc(=O)[nH]c(SC(CC)C(=O)Nc2ccccc2C#N)n1 (centres undefined)	-2.8	-3	-4	-4	-5	1	0	84	6	15
COc1ccc(C(=O)CC(=O)C(=O)Nc2ccccc2C(F)(F)F)cc1	4.1	-7	-2	2	-21	3	0	98	-7	17
COc1ccc(NC(=O)CSc2nnc(Cn3c(=O)sc4ccccc43)n2C)cc1OC	-0.1	x	0	3	-2	1	-1	97	13	12
COC(=O)c1sccc1NC(=O)c1sccc1C	3.8	-4	-3	0	-5	3	-3	95	-3	-2
Cc1ccccc1Cn1nc(C)c(NC(=O)C2(C)CC2(Cl)Cl)c1C (centres undefined)	0.8	-2	-3	-3	-6	-1	-2	92	-10	9
COc1ccc(C2/C=C\CN(C(=O)c3ccccc3)[C@H](Cc3ccccc3)C(=O)N2Cc2ccc(F)cc2)cc1 (some centres undefined)	0.6	2	-2	-6	-5	-10	53	94	13	1
CCCCSc1nc(O)c(Cc2ccccc2)c(=O)[nH]1	0.1	0	3	-2	-6	x	-2	96	0	11
C#CCOCCOCCOCCNc1nc(N2CCN(C(=O)[C@H](C(C)C)n3cc(CCO)nn3)CC2)nc(N2CCN(C(=O)[C@H]([C@@H](C)CC)n3cc(CCCN=C(N)N)nn3)CC2)n1	-2.3	1	1	-1	12	2	-4	100	8	1
CCNC(=O)OCc1cn(-c2ccc(Cl)cc2)nn1	-1.4	3	-1	1	-4	2	2	102	5	-1
Cc1cc(NC(=O)COC(=O)C2=COCCO2)c([N+](=O)[O-])cc1C	0.4	-1	0	0	-7	3	-5	97	6	3
CN(CC1CCCO1)S(=O)(=O)c1ccc(C(=O)Nc2ccc3c(c2)OCO3)cc1 (centres undefined)	-0.1	15	-5	2	-7	0	-2	98	18	-1
C=CCn1c(SCC(=O)NCc2ccco2)nc2sc3c(c2c1=O)CCCC3	4.7	-7	-3	3	x	1	3	91	-4	9
CCn1c(C)cc(/C=C2/SC(=O)N(CC(=O)N3CCCC3)C2=O)c1C	-1.7	3	-2	1	-5	-2	-11	96	-12	-2

The results go on:
SMILES	MC4R barr agon	PDI inh	ABHD5-PLIN5 inh	m5-HT2A agonist	CaV13 ICDI inh	N-glyco inh	Exocytosis inh	ABCB6 inh 2	MC4R antag cAMP	Cardio protect
O=C1N[C@@H](Cc2ccccc2)C(=O)N2CCCC12 (some centres undefined)	-2.8	-22	0	6	-6	1	-3	98	3	-1
CN(C(=O)Cn1cccc1C1=NC(c2ccccc2)CO1)c1ccccc1 (centres undefined)	2.9	-140	7	2	7	0	0	104	1	-1
CC(C)COc1ccc(N)cc1OCC(C)C	-0.8	-3	-3	-4	-3	0	2	104	18	-3
CCCc1nnc(SCC(=O)N2CCOCC2)n1Cc1ccco1	3.4	1	-2	2	0	1	-1	90	5	0
COc1cccc(OC)c1C(=O)Oc1ccc2c(c1)O/C(=C\c1ccncc1)C2=O	8.6*	2	8	0	-4	10	60*	97	6	23
Cc1ccccc1NC(=O)Cn1c(=O)n(-c2ccc(CC(=O)NCC3CCCO3)cc2)c(=O)c2ccccc21 (centres undefined)	-0.1	-3	3	3	-3	-1	-2	96	6	-1

Three compounds out of the list above, ordered by the value under PDI inh, high to low:
Structure | PDI inh
CCCc1nnc(SCC(=O)N2CCOCC2)n1Cc1ccco1 | 1
O=C1N[C@@H](Cc2ccccc2)C(=O)N2CCCC12 (some centres undefined) | -22
CN(C(=O)Cn1cccc1C1=NC(c2ccccc2)CO1)c1ccccc1 (centres undefined) | -140

Part of the list above, showing only m5-HT2A agonist and Cardio protect:
| mol | m5-HT2A agonist | Cardio protect |
| --- | --- | --- |
| O=C(CN(c1ccc(F)cc1)S(=O)(=O)c1ccc2c(c1)OCCO2)N1CCOCC1 | 25* | 21 |
| Cc1cccc(C)c1NC(=O)N1CCC(n2cnc3ccccc32)CC1 | -5 | 4 |
| COc1ccc(C2/C=C\CN(C(=O)c3ccccc3)[C@H](Cc3ccccc3)C(=O)N2Cc2ccc(F)cc2)cc1 (some centres undefined) | -6 | 1 |
| COCCNC(=O)COC(=O)C1=Cc2ccccc2OC1 | 2 | 3 |

Hits appear at their usual frequency; any-hit rate near 4.2%.
